# Screening results from PubChem.
# miR122 inh – inhibitors of miR-122 in Huh7 cells. Huh7 miR-122 Renilla luciferase sensor, 48 h; neutral wells = 0, positive control = 100. activation (reporter increase), % at 12.5 µM. 340,000 compounds, 0.3% hits. AID 602342;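 active = mean replicate activation score at least 90 and every replicate individually at or above 90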;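 note: higher luciferase means less miR-122 activity so hits act as miR-122 inhibitors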
# Numbers without * were called inactive. A portion of the library (hit frequency here may not be typical).
# Start of the data: the first 3 records, ahead of the listing:
molecule | miR122 inh
Cc1ccc(S(=O)(=O)N2c3ccccc3OCC2c2ccccc2)cc1 (configuration not stated) | 9.9
CN(c1ccccc1)S(=O)(=O)c1cccc(NC(=O)CSc2nncs2)c1 | -4.6
CC(=O)Nc1ccc(S(=O)(=O)N2CCN(S(=O)(=O)N3CCCCCC3)CC2)cc1 | -6.5

# The whole of this part, previewed entries included:
molecule | miR122 inh
Cc1ccc(S(=O)(=O)N2c3ccccc3OCC2c2ccccc2)cc1 (configuration not stated) | 9.9
CN(c1ccccc1)S(=O)(=O)c1cccc(NC(=O)CSc2nncs2)c1 | -4.6
CC(=O)Nc1ccc(S(=O)(=O)N2CCN(S(=O)(=O)N3CCCCCC3)CC2)cc1 | -6.5
CCc1ccccc1-n1cnc2cc(C(=O)O)ccc21 | -0.6
CCC(C)(C)NC(=O)C(c1cccn1C)N(C(=O)Cn1nnc2ccccc21)c1ccc(OC)cc1 (configuration not stated) | -5.4
CCOC(=O)CNC(=O)C(Cc1ccccc1)NS(=O)(=O)c1cccs1 (configuration not stated) | -1.9
COC(=O)CN1C(=O)C(O)(CC(=O)c2ccc(C)cc2)c2ccccc21 (configuration not stated) | 2.7
CCCCSc1nc(CCC)cc(=O)[nH]1 | -6.7
COc1cc(C2C3C(=O)N(Cc4ccccc4)C(=O)C3ON2c2ccccc2)cc(OC)c1O (configuration not stated) | 43.8
COc1ccccc1CNS(=O)(=O)c1ccc(C)cc1 | 21.9
COC(=O)Cn1c2ccccc2c2nc(C)sc21 | -10.0
O=C(NCc1ccc2c(c1)OCO2)c1cc2ncc(Br)cn2n1 | -4.1
COc1ccc(Oc2cc(C)c3cccc(C)c3n2)cc1 | -4.4
O=C(O)CN1C(=O)CNC1=O | -10.6
COC(=O)c1cc(NS(=O)(=O)c2ccc(OC)c(OC)c2)ccc1Cl | 72.7
Cc1ccccc1NC(=O)N1C2CCC1CC(O)(c1cccnc1)C2 (configuration not stated) | -0.4
COC(=O)c1ccc(NC(=O)CSc2nnc(COc3ccccc3)n2C)cc1 | 1.4
Cc1cccc(C)c1N(CC(=O)NN=C1CCCCCC1)S(C)(=O)=O | -3.1
CCN1C(=O)/C(=C\c2cccn2-c2ccc([N+](=O)[O-])cc2)N(CC)C1=S | 1.9
CCCCn1c(SCC(=O)Nc2ccc3c(c2)OCO3)nc2c1c(=O)n(C)c(=O)n2C | 4.6
O=C(NCc1cccnc1)c1ccccc1Br | -4.2
O=C(NS(=O)(=O)c1ccccc1)c1ccccc1F | 2.8
CC1(C)C(C=C(Cl)Cl)C1C(=O)N1CCN(c2ccccc2)CC1 (configuration not stated) | 0.4
[N-]=[N+]=CC(=O)CC(c1ccccc1)N1C(=O)c2ccccc2C1=O (configuration not stated) | -0.3
O=C(CN1CCc2[nH]c3ccccc3c2C1)N1CCCCC1 | 5.3

# Overlap with the part before: two compounds, then new ones.
molecule | miR122 inh
[N-]=[N+]=CC(=O)CC(c1ccccc1)N1C(=O)c2ccccc2C1=O (configuration not stated) | -0.3
O=C(CN1CCc2[nH]c3ccccc3c2C1)N1CCCCC1 | 5.3
CC1CC(C)CN(CC(=O)Nc2ccc3c(c2)OCCO3)C1 (configuration not stated) | -7.2
COc1cccc(NC(=O)CCC(=O)NCc2ccco2)c1 | -0.4
O=C(COC(=O)c1cncc(Br)c1)NC1CC1 | 5.6
CC1Cc2cc(/C(O)=C3\C(=O)C(=O)N(CCN(C)C)C3c3ccccc3F)ccc2O1 (configuration not stated) | 6.6
CCOc1ccccc1C(=O)N[C@H](C(=O)OCc1cc([N+](=O)[O-])cc2c1OCOC2)C(C)C | -8.7
CC(=O)N1CCc2cc(S(=O)(=O)CCC(=O)O)ccc21 | 4.6
CCC(=O)N1CCc2cc(S(=O)(=O)CCC(=O)Nc3nc(C)cs3)ccc21 | -6.5
O=C(CNS(=O)(=O)c1ccc(Br)s1)N1CCN(C(=O)c2ccco2)CC1 | -2.5
COC(=O)Cc1cc(=O)n2[nH]c(SC)nc2n1 | -3.6
Cc1ccccc1N(C(=O)Cc1cccs1)C(C(=O)NC1CCCCC1)c1cn(C)nc1C (configuration not stated) | -0.7
CCOC(=O)Cc1csc(NC(=O)c2ccc(OC)c(OC)c2)n1 | -5.8
O=C(Cn1cnc2c(cnn2-c2ccccc2)c1=O)N1CCN(c2ccc(F)cc2)CC1 | -2.4
CC(NC(=O)CN(C1CCCCC1)S(C)(=O)=O)c1ccccc1 (configuration not stated) | -2.4
COc1ccc(C(=O)NCCC(C)C)cc1S(=O)(=O)N1CCOCC1 | 2.4
O=C(NCCN1CCOCC1)Nc1ccccc1 | -2.9
Cc1cc(NC(=O)c2ccc(N(C)S(=O)(=O)c3ccccc3)cc2)no1 | 20.8
CCCc1nc2sc3c(SCC(=O)NCc4ccco4)ncnc3c2c2c1CCC2 | -6.0
Cn1c(SCC(=O)Nc2cccc(Br)c2)nnc1-c1cc2ccccc2o1 | 0.0
Oc1ccc(-c2onc(C(F)(F)F)c2-c2cscn2)c(O)c1 | -0.7
COc1ccc(CC(=O)NC(=S)Nc2ccc(S(=O)(=O)NC(C)(C)C)cc2)cc1 | 45.4
CCOC(=O)N1CCC(NC(=O)CCC(=O)N2CC(C)Oc3ccccc32)CC1 (configuration not stated) | 13.5
CCOc1cc(/C=N/NC(=O)c2ccncc2)ccc1OS(C)(=O)=O | -10.9
Cc1cc2c(c(=O)o1)C1(C(=O)N(CC(=O)O)c3ccccc31)C(C#N)=C(N)O2 (configuration not stated) | -5.8
CCN1C(=O)[C@H]2[C@@H](c3ccccc3)N3C(=O)N(c4cccc(F)c4)C(=O)[C@@]3(CC(C)C)[C@H]2C1=O | -11.0
CCOc1cc(C(=O)Nc2cc(C)ccc2OC)ccc1OCC(=O)N1CCCCC1 | -7.0

# Exported field by field: part of the list above
O=C(CNS(=O)(=O)c1ccc(Br)s1)N1CCN(C(=O)c2ccco2)CC1
  miR122 inh: -2.5
CC(=O)N1CCc2cc(S(=O)(=O)CCC(=O)O)ccc21
  miR122 inh: 4.6
CCOc1ccccc1C(=O)N[C@H](C(=O)OCc1cc([N+](=O)[O-])cc2c1OCOC2)C(C)C
  miR122 inh: -8.7

# (next part)
molecule | miR122 inh
COc1cccc(S(=O)(=O)Nc2cccc(C(=O)N3CCOCC3)c2)c1 | -2.7
COc1ccc(N2C(=O)CC(n3cnc4ccccc43)C2=O)cc1 (configuration not stated) | -1.3
O=C(NCCc1ccccc1)c1cccnc1 | 2.8
O=C1OCCC1Sc1nc2ccccc2[nH]1 (configuration not stated) | -0.9
COc1cccc(C(=O)N(Cc2ccccc2)Cc2cc3cc4c(cc3[nH]c2=O)OCCO4)c1 | 4.6
Cn1cnnc1SC(C(=O)Nc1cccc(C(F)(F)F)c1)c1ccccc1 (configuration not stated) | 4.9
CCN(CC)S(=O)(=O)c1ccc(N2CCCCC2)c(NC(=O)/C=C/c2ccc(OC)c(OC)c2)c1 | 10.1
CCC(c1nnnn1Cc1ccc(F)cc1)N1CCN(C2CCCCC2)CC1 (configuration not stated) | 10.2
COc1ccc(N2C(=O)C3C4C=CC(CC4)C3C2=O)c([N+](=O)[O-])c1 (configuration not stated) | 7.5
COc1nc(Nc2ccc(OC)c(Cl)c2)nc(OC)n1 | -0.8
O=C(CC1SC2=NCCN2C1=O)Nc1ccc(Cl)cc1 (configuration not stated) | -1.1
CCCC(=O)Nc1cccc(-c2nc3ccccc3o2)c1 | 1.4
Cc1ccc(-n2ncc3c(=O)n(CC(=O)NC4CCCCC4)cnc32)cc1C | -2.3
CC(C)(C)c1cc(NC(=O)COc2ccc(Br)cc2)n(-c2ccccc2)n1 | 6.3
CCOC(=O)CSc1ncnc2c1cnn2-c1ccc(C)cc1 | -1.0
Cc1cc(SCC(=O)NC(=O)NCc2ccco2)nc2ccccc12 | -2.0
CCOC(=O)N1CCN(S(=O)(=O)c2cc(Br)cc3c2N(C(C)=O)C(C)C3)CC1 (configuration not stated) | 2.2
CCOc1ccc(-c2nnc(SCc3nnc(-c4ccccc4)o3)n2-c2ccccc2F)cc1 | -1.4
COc1cccc(N2C(N)=NC(N)=NC2(C)C)c1 | -6.6
CCN(CC)CCCn1c(C)cc2c(c1=O)C(c1cc(OC)c(OC)cc1OC)C(C#N)=C(N)O2 (configuration not stated) | -0.4
COC(=O)c1sccc1NC(=O)c1cc2c(s1)CCCC2 | 6.3
CC1CCCCC1NC(=O)Cn1c(CN2CCCCC2)nc2ccccc2c1=O (configuration not stated) | 7.8
COc1ccccc1C1SCCN1S(C)(=O)=O (configuration not stated) | 5.7
CCOC(=O)C1C(=O)CC(C)(O)C(C(=O)OCC)C1c1ccccc1 (configuration not stated) | 3.0
ONC(=Nc1ccccc1)c1ccccc1Cl | -4.7
COc1cc(F)ccc1S(=O)(=O)N1CCN(C23CC4CC(CC(C4)C2)C3)CC1 | -2.2
O=C(CSc1nc2ncc(Br)cc2[nH]1)c1ccc([N+](=O)[O-])cc1 | 7.1
CNc1nc(C)cc(C)c1S(=O)(=O)c1ccc(Cl)cc1 | 7.0
COc1ccc(C2N=C(N)N=C(N)N2c2ccccc2)cc1OC (configuration not stated) | -3.3
CN(C)CCN1C(=O)C(=O)/C(=C(/O)c2ccc(F)cc2)C1c1ccccc1 (configuration not stated) | -6.7
CCc1nnc(NC(=O)CSc2nnc(CNc3cccc(C)c3)n2-c2ccccc2)s1 | -0.4
CCCCOC(=O)C1=C(C)NC2=C(C(=O)CCC2)C1c1cc(OC)ccc1OC (configuration not stated) | 5.4
COc1ccc(OC)c(NC(=O)c2cc3n(n2)C(C(F)(F)F)CC(c2ccc4c(c2)OCO4)N3)c1 (configuration not stated) | -7.7
COC(=O)c1sc(NC(=O)c2cc(-c3ccccc3)nc3ccccc23)c(C#N)c1C | 0.2
O=C(O)CCCC(=O)N1CCN(c2cccc(Cl)c2)CC1 | -0.1
CC(C)CC(NC(=O)c1ccc(Cl)cc1Cl)C(=O)O (configuration not stated) | 3.3
c1ccc2c3c([nH]c2c1)-c1[nH]ncc1CC3 | 1.8
Cc1csc2nc3ccccc3c(=O)n12 | -10.8
CCn1c2ccccc2c2cc(/C(C)=N/O)ccc21 | -0.1
Cc1[nH]n(C(N)=S)c(=O)c1N=Nc1cccc([N+](=O)[O-])c1C | 3.0
COc1ccc(C(=O)OC(C)C(=O)Nc2cc(C(F)(F)F)ccc2Cl)c(OC)c1OC (configuration not stated) | 9.1
N=C1CCC(=N)c2c1c(O)c1ccccc1c2O | -1.6
O=C(Nc1ccccc1Sc1ccccc1)c1ccccc1 | 14.2
O=c1oc2ccccc2cc1-c1cn2cccnc2n1 | 5.2
CC(C)(C)Nc1nc(NN)nc(NC(C)(C)C)n1 | -3.3
CC1CCC2C(=O)N(c3ccc(S(=O)(=O)c4ccccc4)cc3)C(=O)C2C1 (configuration not stated) | -13.8
COc1ccccc1NC(=O)N(Cc1ccco1)Cc1cc2cc(C)cc(C)c2[nH]c1=O | 9.9
CCOC(=O)c1cnn(-c2cc(C(C)(C)C)nc3c(-c4ccccc4)c(C)nn23)c1N | -4.8
Cc1ccccc1Cn1ccc(NC(=O)c2cc3nc(-c4ccco4)cc(C(F)(F)F)n3n2)n1 | -1.8
CSc1nnc(-c2cc(-c3ccc(C)cc3)nc3ccccc23)o1 | -7.0

# Part of the list above in order of count of non-hydrogen atoms, rising:
molecule | miR122 inh
COc1cccc(S(=O)(=O)Nc2cccc(C(=O)N3CCOCC3)c2)c1 | -2.7
CCC(=O)N1CCc2cc(S(=O)(=O)CCC(=O)Nc3nc(C)cs3)ccc21 | -6.5
CCN(CC)S(=O)(=O)c1ccc(N2CCCCC2)c(NC(=O)/C=C/c2ccc(OC)c(OC)c2)c1 | 10.1

# More records:
molecule | miR122 inh
CC1CCN(c2ccc(NC(=O)c3cccnc3)cc2)CC1 | 9.0
CSc1nnc2c(n1)OC(c1cccn1C)N(C(C)=O)c1ccccc1-2 (configuration not stated) | 13.1
CC(NCc1ccc2c(c1)OCO2)C(=O)NC1CCCc2ccccc21 (configuration not stated) | 0.8
O=C(Nc1ccc(C(F)(F)F)cc1)c1cccnc1N1CCOCC1 | 13.9
COc1ccccc1OC(=O)c1cc(Cl)nc2ccccc12 | -3.8
Cn1nc(C(=O)NCc2ccccc2)c2ccccc2c1=O | 1.0
COc1ccc(NC(=S)NN2CCOCC2)cc1OC | -5.9
CC(C)(C)SCCNS(=O)(=O)c1ccc2ccccc2c1 | 43.0
Cc1ccc(C2=Nc3ccccc3N=C(c3ccc([N+](=O)[O-])cc3)C2)c(O)c1 | 0.2
Cc1ccc(CSCC2Nc3ccc(C(=O)N4CCN(c5ccc(F)cc5)CC4)cc3NC2=O)cc1 (configuration not stated) | -4.0
O=C(CCCCn1c(=O)c2ccccc2n(Cc2ccc(Cl)cc2)c1=O)NCc1ccco1 | -6.2
O=C(Nc1ccc2[nH]c3c(c2c1)CCCC3)c1ccco1 | 17.6
COc1cc(NC(=O)CSc2nnnn2-c2ccccc2)cc(OC)c1OC | -1.4
C=CCNC(=O)/C(C#N)=C\c1cc(Cl)c(OCC)c(OC)c1 | -1.4
CCCCNCc1ccc(SC)cc1 | 0.7
CCCCNS(=O)(=O)c1ccc(NS(=O)(=O)c2c(C)cc(C)cc2C)cc1 | 62.5
CCCC1C(C#N)=C(N)Oc2cc(C)n(C)c(=O)c21 (configuration not stated) | 1.5
CCOC(=O)C1CCCN(C(=O)CSCc2ccccc2)C1 (configuration not stated) | -11.5
CCOC(=O)c1cnc(SC)nc1Oc1cccc(NS(=O)(=O)c2ccc(Cl)cc2)c1 | 8.3
COc1cc(N)ccc1C(=O)O | -8.5
O=C1C2ON(c3ccccc3)C(c3ccncc3)C2C(=O)N1c1ccc(Br)cc1 (configuration not stated) | 7.8
Cn1c(=O)[nH]c(=O)c2c1nc(SCC(=O)O)n2CCc1ccccc1 | 0.6
COC(=O)Cc1c(C)c2ccc(O)c(CN3CCCC(C)C3)c2oc1=O (configuration not stated) | -7.3
CCOc1ccc(NC2=NC(C)(C)N=C(N)N2)cc1 | 1.7
